Source: PubChem
CHT PAM: human CHT allosteric activation; Q9GZV3; CHT-expressing cells, membrane potential dye, choline EC20; stronger effect = higher value; LV-AA mutant CHT in HEK293 cells; B-score at 10 µM; 310,000 tested, 0.49% active;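 active means initial fluorescence not abnormally high and integrated response B-score, plate-corrected, over 3 SD above library mean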
Target sequence (Q9GZV3 whole entry, looked up): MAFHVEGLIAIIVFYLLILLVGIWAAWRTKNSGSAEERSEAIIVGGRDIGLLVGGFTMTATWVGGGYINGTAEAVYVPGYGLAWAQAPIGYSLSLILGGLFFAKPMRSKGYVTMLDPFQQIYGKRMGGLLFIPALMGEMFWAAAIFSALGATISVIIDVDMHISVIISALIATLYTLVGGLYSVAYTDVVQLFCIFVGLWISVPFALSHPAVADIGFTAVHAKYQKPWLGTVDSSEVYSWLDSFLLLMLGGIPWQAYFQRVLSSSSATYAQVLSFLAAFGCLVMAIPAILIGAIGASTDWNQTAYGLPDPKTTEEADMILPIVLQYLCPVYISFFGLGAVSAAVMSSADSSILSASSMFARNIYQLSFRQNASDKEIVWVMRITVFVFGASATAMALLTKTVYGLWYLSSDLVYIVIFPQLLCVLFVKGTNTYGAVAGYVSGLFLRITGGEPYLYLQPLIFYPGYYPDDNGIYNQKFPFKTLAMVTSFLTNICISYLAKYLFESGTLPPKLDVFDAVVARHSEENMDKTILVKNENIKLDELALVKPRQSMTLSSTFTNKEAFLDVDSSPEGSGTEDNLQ
CHT block: inhibits the human high affinity choline transporter; Q9GZV3; CHT-expressing cells, membrane potential dye, choline response; stronger effect = lower value; B-score at 10 µM; 310,000 tested, 0.86% active; AID 488975;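 active means B-score over 3 SD under the library average, and starting fluorescence ratio not unusually high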;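 further: choline stimulus applied at its EC90 after an EC20 pre-addition; B-score computed on integrated fluorescence ratio after choline addition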
An asterisk follows results filed as active; i = inactive.

Values run as follows: CHT PAM	CHT block
> CCOC(=O)c1cncc(O)c1
 : i	i
> Cc1ccc(-c2nc(CS(=O)CC(=O)NCc3ccco3)c(C)o2)cc1 (stereo not given)
 : i	i
> CCN(CC)S(=O)(=O)c1ccc(C)c(NC(=O)Cn2cnc3cc([N+](=O)[O-])ccc3c2=O)c1
 : i	i
> COc1ccc(-c2nc(SC)n(C)c(=O)c2C#N)cc1OC
 : i	i
> Nc1ccc(Oc2ncccn2)c(Cl)c1
 : i	i
> Cc1nnc(SCC(=O)N2CCN(C(=O)c3ccco3)CC2)n1-c1ccccc1
 : i	i
> CC(=O)Cc1nsc(NC(=O)c2cc(-c3ccc(Cl)c(Cl)c3)oc2C)n1
 : i	i
> O=C(CNC(=O)c1ccccc1)OC(C(=O)Nc1cc(C(F)(F)F)ccc1Cl)c1ccccc1 (stereo not given)
 : i	i
> Fc1ccccc1NC(=S)N(CCCN1CCOCC1)Cc1cccnc1
 : i	i
> Cc1cc2c(cc1S(=O)(=O)Nc1cccc(C)c1C)OCC(=O)N2
 : i	i
> COc1ccc(CCNC(=O)c2cc(S(=O)(=O)N(C)c3ccccc3)ccc2Cl)cc1
 : i	i
> C/C(=C\c1ccc(C)o1)C(=O)c1c(C)cc(C)[nH]c1=O
 : i	i
> COc1ccc(CC(=O)NC2CCCc3ccccc32)cc1 (stereo not given)
 : i	i
> CCOC(=O)c1c(-c2cccc3ccccc23)csc1NC(=O)C1C2CCC(O2)C1C(=O)O (stereo not given)
 : i	i
> Cc1ccc(C)c(NC(=O)c2cnn3ccccc23)c1
 : i	i
> CCCc1cc(=O)[nH]c(SCC(=O)c2c(C)[nH]c3ccccc23)n1
 : i	i
> Cc1cccc2sc(NC(=O)C3CCN(S(=O)(=O)c4cc([N+](=O)[O-])ccc4Cl)CC3)nc12
 : i	i
> CC(C)(C)c1ccc(/C=N/NC(=O)C[n+]2ccccc2)cc1
 : i	i
> NC(=O)c1ccsc1NC(=O)COC(=O)c1cc(Cl)ccc1O
 : i	i
> CC(=O)OC(C(=O)N1CCN(c2ccccc2F)CC1)c1ccccc1 (stereo not given)
 : i	i
> COc1ccccc1N1CCN(C(=O)Cn2nc3n(C)c4ccccc4n3c(=O)c2=O)CC1
 : i	i
> Cn1nc(OC(=O)Nc2ccccc2)cc1C(F)(F)F
 : i	i
> COc1ccc(OC)c(NC(=O)C2CCCN2C(=O)OCc2ccccc2)c1 (stereo not given)
 : i	i
> CCC(=O)O[C@]1(C(=O)CCl)[C@@H](C)C[C@H]2[C@@H]3CCC4=CC(=O)C=C[C@]4(C)[C@@]3(F)[C@@H](O)C[C@@]21C
 : i	i
> CCCc1[nH]c2ccc(C#N)cc2c1CCC
 : i	i
> COc1cc2ccccc2cc1C(=O)Nc1ccc(N2CCOCC2)cc1
 : i	i
> CCn1cc(CNC(=O)CCc2ccc(OC)cc2)cn1
 : i	i
> CSc1nnc(C)c(=O)n1COC(=O)COc1ccc(Cl)cc1
 : i	i
> O=C(CSc1nc2ccccc2c(=O)n1CCCN1CCOCC1)Nc1cccc(S(=O)(=O)N2CCCCCC2)c1
 : i	i
> Cc1ccc(C(=O)NC(=S)NCC2CCCO2)cc1Br (stereo not given)
 : i	i

Entries of single compounds as entered above. Order of values: CHT PAM	CHT block
COc1ccc(OC)c(NC(=O)C2CCCN2C(=O)OCc2ccccc2)c1 (stereo not given) in the list: i	i
CCn1cc(CNC(=O)CCc2ccc(OC)cc2)cn1 in the list: i	i

The list goes on:
Values run as follows: CHT PAM	CHT block
> Cc1c(Cl)cccc1NC(=O)c1nc(C)n(-c2cc(OC(C)C)c(Cl)cc2Cl)n1
 : i	i
> Cn1c(=O)c2sc3c(c2n(CC(=O)Nc2ccccc2)c1=O)COC(C)(C)C3
 : i	i
> CCn1nc(C)c(/C=N/NC(=O)c2c[nH]c3ccccc23)c1C
 : i	i
> Cc1cc(C)cc(C(=O)OCC(=O)Nc2cccc(S(=O)(=O)NC3=NCCCCC3)c2)c1
 : i	i
> C/C(=N\NC(=O)c1n[nH]c2c1CCC2)c1cccs1
 : i	i
> COc1cc2c(cc1OC)C(C)=NC1(CCCCC1)C2
 : 9.8*	i
> C/C(=N\NC(=O)c1cccc(Cl)c1)C1C(=O)c2ccccc2C1=O
 : i	i
> COC(=O)c1cccc(NC(=S)Nc2ccccc2Cl)c1
 : i	i
> Cc1ccc(C(=O)Nc2ccc3ncccc3c2)cc1
 : i	i
> COc1ccc(S(=O)(=O)Nc2ccc(S(=O)(=O)N3CCCC3)cc2)cc1
 : i	i
> O=C(NN1C(=O)C2C3C=CC(O3)C2C1=O)c1ccncc1 (stereo not given)
 : i	i
> C=CCn1c(SCC(=O)Nc2ccc(Cl)cn2)nnc1C1CC1
 : i	i
> COc1ccc(-c2nsc(SCC(=O)NCC3CCCO3)n2)cc1 (stereo not given)
 : i	i
> O=C(CSC1CS(=O)(=O)c2cc([N+](=O)[O-])ccc21)NNC(=O)c1ccc(Cl)cc1 (stereo not given)
 : i	i
> CCC(C)NC(=O)CSc1nnc(-c2cc(-c3cccs3)nc3ccccc23)o1 (stereo not given)
 : i	i
> CCOC(=O)C1Sc2[nH]c(=O)sc2C(c2ccc(Cl)cc2)C1C(=O)OCC (stereo not given)
 : i	i
> CN(C(=O)COC(=O)c1ccc(Cl)nc1)C1CCS(=O)(=O)C1 (stereo not given)
 : i	i
> CC(C)(C)NC(=O)Cn1cnc([N+](=O)[O-])n1
 : i	i
> O=C1Cc2ccccc2Sc2ccc(Cl)cc21
 : i	i
> CCOC(=O)C1=C(C)N(C)C(=S)NC1c1ccc(Cl)cc1 (stereo not given)
 : i	i
> COc1ccc(S(=O)(=O)N2CCC(C(=O)NCc3ccccc3)CC2)cc1OC
 : i	i
> Cc1ccc2cc3cc(C(=O)N4CC(C)CC(C)C4)oc3nc2c1 (stereo not given)
 : i	i
> O=C(O)/C(=C\c1ccco1)NC(=O)c1ccccc1
 : i	i
> CSCCC(NC(=O)c1ccco1)C(=O)N1CCN(Cc2ccccc2)CC1 (stereo not given)
 : i	i
> COc1cc(C(=O)N(c2ccc(C)c(C)c2)C2C=CS(=O)(=O)C2)cc(OC)c1OC (stereo not given)
 : i	i
> O=C1[C@@H]2C3C=CC(O3)[C@@H]2C(=O)N1c1ccccc1
 : i	i
> COc1ccc2nc(NC(=O)CSc3nc(C)cc(=O)[nH]3)sc2c1
 : i	i
> COc1ccccc1S(=O)(=O)Nc1cccc(-c2nnc3n2CCCCC3)c1
 : i	i
> CCC(CC)NC(=O)c1cc(OC)c(OC)cc1[N+](=O)[O-]
 : i	i
> CC1C2CC(C(CN(C)C)/C2=N/O)C1(C)C (stereo not given)
 : i	i
> CSC(=NC1CCCCC1)NS(=O)(=O)c1ccccc1
 : i	i
> CCOc1cc(-c2cc(N)n[nH]2)cc(OCC)c1OCC
 : i	i
> Cc1cc(C)c(NC(=O)c2cccc3c2C(=O)N(C2CCCCC2)C3)c(C)c1
 : i	i
> Cc1onc(-c2ccccc2)c1CNS(=O)(=O)c1cccc(Cl)c1
 : i	i
> CCCCCCc1cc2cc(C(N)=O)c(=N)oc2cc1O
 : i	i
> O=C(N1CCN(c2ncccn2)CC1)C12CC3CC(CC(C3)C1)C2
 : i	i
> CCN1CCN(c2ncnc3c2cnn3-c2ccc(C)cc2C)CC1
 : i	i
> NC(=O)CN1CCN(S(=O)(=O)c2ccc(Br)cc2)CC1
 : i	i
> Cn1c(=O)c2c(nc(N/N=C/c3ccncc3)n2Cc2ccccc2)n(C)c1=O
 : i	i
> CC(C)(C)c1ccc(C(=O)NC(=S)NCc2ccco2)cc1
 : i	i
> COc1cc2[nH]c(=O)n(CCCCCC(=O)NCCc3c[nH]c4ccccc34)c(=O)c2cc1OC
 : i	i
> O=Nc1c(-c2ccccc2)[nH]n(-c2ccccc2)c1=O
 : i	i
> O=C(CN1CCCCCC1=O)N1CCN(S(=O)(=O)c2cccs2)CC1
 : i	i
> CC(C)(C)NC(=O)C(c1ccc(F)cc1)N(Cc1ccco1)C(=O)Cn1nnc(-c2cccs2)n1 (stereo not given)
 : i	i
> O=[N+]([O-])c1ccc(Sc2cccc3cccnc23)cc1
 : i	i
> Cc1nn(CC(=O)Nc2cc(S(=O)(=O)N(C)C)ccc2Cl)c(C)c1[N+](=O)[O-]
 : i	i
> Brc1ccsc1/C=N/Nc1ccccc1
 : i	i
> COC(=O)c1sc(NC(=O)CSc2n[nH]c(N)n2)c(C(=O)OC)c1C
 : i	i
> O=c1cc(CN2CCN(Cc3ccccc3)CC2)c2ccc(O)c(O)c2o1
 : i	i
> Cn1c(=O)n(C)c2cc(N3CCCCC3)c(NC(=O)c3ccccc3)cc21
 : i	i
> C=CCNC(=O)/C(=C/c1cccc([N+](=O)[O-])c1)NC(=O)c1ccccc1
 : i	i
> O=C(O)C1C2C=CC(O2)C1C(=O)Nc1ccc(S(=O)(=O)Nc2ccccc2)cc1 (stereo not given)
 : i	i
> O=C(CCn1ccc2cc(S(=O)(=O)N3CCCC3)ccc21)NCc1cccc(F)c1
 : i	i
> Cc1ccccc1NC(=O)CCCCC(=O)Nc1ccccc1C
 : i	i
> Cc1ccc(S(=O)(=O)NNC(=O)Nc2cccc3ccccc23)cc1
 : i	i
> Cc1cc(C)n(Cc2ccc(C(=O)NN)o2)n1
 : i	i
> CCC(C)(C)n1nnnc1C(C(C)C)N(CCCO)Cc1cc2cc(C)ccc2[nH]c1=O (stereo not given)
 : i	i
> Cc1cc(C(=O)COC(=O)CNS(=O)(=O)c2ccc3ccccc3c2)c(C)n1-c1ccccc1
 : i	i
> O=[N+]([O-])c1ccc(Sc2nccn2Cc2ccccc2)c([N+](=O)[O-])c1
 : i	i
> N#Cc1cnc(Nc2ccc(F)cc2)nc1N
 : i	i

(cont.)
Values run as follows: CHT PAM	CHT block
> Cc1nnsc1C(=O)N1CCCC(N2CCN(c3ccc(F)cc3)CC2)C1 (stereo not given)
 : i	i
> Cc1ccc(CCN2CC(C(=O)NCCCOC(C)C)CC2=O)cc1 (stereo not given)
 : i	i
> Cc1cccc(S(=O)(=O)NCCc2ccccc2)c1
 : i	i
> COc1ccc(-c2c(NC(=O)c3ccco3)n(C)c3ccccc3c2=O)cc1
 : i	i
> O=C(O)CCCCCNc1nc2ncn(Cc3ccccc3)c2c(=O)[nH]1
 : i	i
> CCOc1ccc(NC(=O)CSc2nc3ccccc3c(=O)n2CCCC(=O)N2CCCC2)cc1
 : i	i
> COc1ccc(CC(=O)NNC(=O)c2ccncc2)cc1
 : i	i
> COc1ccc(-c2nnc(NC(=O)c3ccc(S(=O)(=O)N4CCc5ccccc5C4)cc3)o2)cc1
 : i	i
> Cn1cccc1C(=O)Nc1nccs1
 : i	i
> CCOc1ccccc1C(=O)NCc1ccc2c(c1)OCO2
 : i	i
> Cc1ccc(NC(=O)CSCC#N)cc1
 : i	i
> COc1ccc(NCC(=O)N/N=C/c2ccc3c(c2)OCCO3)cc1
 : i	i
> O=C(NNC(=O)C(Cl)Cl)c1cnn(-c2ccccc2)c1C(F)(F)F
 : i	i
> CCOc1cc(N2CCOCC2)c(OCC)cc1NC(=O)c1ccc2ccccc2n1
 : i	i
> CCCOc1ccc(N2CC(C(=O)Nc3ccccc3C(=O)NC)CC2=O)cc1 (stereo not given)
 : i	i
> O=C(CCCN1CC=C(n2c(=O)[nH]c3ccccc32)CC1)c1ccc(F)cc1
 : i	i
> Cc1cccc2cc(CN(CC3CCCO3)C(=O)c3ccco3)c3nnnn3c12 (stereo not given)
 : i	i
> COc1cccc(NC(=O)c2cccc(C(=O)Nc3cccc(OC)c3)c2)c1
 : i	i
> CN(C)CCCNCCCNC(=O)/C=N/O
 : i	i
> O=C(Nc1cccc(NC(=O)c2ccc(-c3ccc(Br)cc3)o2)c1)c1ccccc1
 : i	i
> O=C1c2cccnc2C(Nc2ccc(Cl)cc2)N1Cc1cccs1 (stereo not given)
 : i	i
> O=C(NNc1nc2ccc(Cl)cc2s1)c1cc(-c2cccs2)nc2ccccc12
 : i	i
> Cc1ccc(N2CC(C(=O)NCCc3ccc(S(N)(=O)=O)cc3)CC2=O)cc1 (stereo not given)
 : i	i
> O=C1CC(C(=O)Nc2ccc(Cl)cc2)n2ncnc2N1 (stereo not given)
 : i	i
> COc1ccc(CCN=C(N)NS(=O)(=O)c2ccc(F)cc2)cc1
 : i	i
> O=C(Cn1c(=O)n(-c2ccc(F)cc2)c(=O)c2sccc21)N1CCCC1
 : i	i
> O=C(CNC(=O)c1sc2ccccc2c1Cl)NC1CC1
 : i	i
> O=C(Nc1ccc([N+](=O)[O-])cc1)/C(=C/c1cccc([N+](=O)[O-])c1)NC(=O)C1CCCCC1
 : i	i
> O=S(=O)(c1cccc2cccnc12)N1CCc2ccccc21
 : i	i
> COc1ccc(/C=C/C(=O)N2CCN(c3ccccc3)CC2)cc1S(=O)(=O)N1CCOCC1
 : i	i
> CCOc1ccc(NC(=O)CC2C(=O)N(c3ccccc3)C(=O)N2Cc2ccccn2)cc1 (stereo not given)
 : i	i
> Cc1c(NC(=O)C(=O)/C=C(\O)c2ccc(Br)cc2)c(=O)n(-c2ccccc2)n1C
 : i	i
> CCn1c(-c2csc(-c3ccc(Cl)cc3)n2)n[nH]c1=S
 : i	i
> Cc1cc2c3c(c1)C(C)(c1ccccc1)CC(C)(C)N3C(=O)C21C(C#N)=C(N)OC2=C1C(=O)CC(C)(C)C2 (stereo not given)
 : i	i

Seven structures already listed, sorted by count of non-hydrogen atoms, lowest first.
Values run as follows: CHT PAM	CHT block
> CCCCCCc1cc2cc(C(N)=O)c(=N)oc2cc1O
 : i	i
> Cn1c(=O)c2sc3c(c2n(CC(=O)Nc2ccccc2)c1=O)COC(C)(C)C3
 : i	i
> O=C(O)C1C2C=CC(O2)C1C(=O)Nc1ccc(S(=O)(=O)Nc2ccccc2)cc1 (stereo not given)
 : i	i
> CCC(=O)O[C@]1(C(=O)CCl)[C@@H](C)C[C@H]2[C@@H]3CCC4=CC(=O)C=C[C@]4(C)[C@@]3(F)[C@@H](O)C[C@@]21C
 : i	i
> CCN(CC)S(=O)(=O)c1ccc(C)c(NC(=O)Cn2cnc3cc([N+](=O)[O-])ccc3c2=O)c1
 : i	i
> O=C(CNC(=O)c1ccccc1)OC(C(=O)Nc1cc(C(F)(F)F)ccc1Cl)c1ccccc1 (stereo not given)
 : i	i
> CCOc1ccc(NC(=O)CSc2nc3ccccc3c(=O)n2CCCC(=O)N2CCCC2)cc1
 : i	i
